NCI-60 one-dose screen, 48 h, at 10 µM unless noted. Numbers give growth in % (100 = growth as untreated, 0 = no growth, -100 = all killed).
U251: U251 CNS tumor cells | 80,000 tested, 5.4% active
SF-539: SF-539 CNS cancer. 81,000 tested, 6.8% active
TK-10: TK-10 renal cancer cells | 81,000 tested, 3.9% active | AID 1794769
UO-31: UO-31 renal cancer; AID 1794768; 81,000 tested, 5.2% active
PC-3: PC-3 prostate cancer cells | 80,000 tested, 3.9% active
SN12C: SN12C renal cancer cells; AID 1794767; 81,000 tested, 3.8% active
786-0: 786-0 renal cancer cells. 81,000 tested, 5.1% active. AID 1794775
DU-145: DU-145 prostate cancer | 81,000 tested, 4.2% active
SF-295: SF-295 CNS cancer cells | 79,000 tested, 5.6% active | AID 1794758
Numbers without * were called inactive; nt = no result given; & = joins results of further samples. Rule for the calls: active = growth percent below 10; inactive = the rest.

Results follow in this order: U251	SF-539	TK-10	UO-31	PC-3	SN12C	786-0	DU-145	SF-295
> CC(C)(C)c1ccc(N)cc1[N+](=O)[O-]
 : 107	103	95	88	103	112	98	102	93
> O=C(NNC(=O)c1ccc(-n2cc(-c3ccccc3)nn2)cc1)Nc1ccc([N+](=O)[O-])cc1
 : 88	81	109	80	93	96	98	103	103
> O=C(NCc1ccccc1)C(=O)C(Cc1ccccc1)NC(=O)c1cc(O)c(O)c(O)c1 (stereo not drawn)
 : 86	111	107	91	88	98	100	113	109
> Cc1ccc(CNC(=O)Cc2ccc3c(c2)CN(C2CCC(=O)NC2=O)C3=O)cc1 (stereo not drawn)
 : 55	19	33	-21*	10	4.6*	0.6*	30	6.3*
> c1ccc2c(CCc3ccncc3)c[nH]c2c1
 : 80	nt	75	74	85	94	95	108	96
> Cc1nn(-c2ccccc2)c(Cl)c1/C=C1\N=C(c2ccccc2)N(C(=O)c2cc([N+](=O)[O-])cc([N+](=O)[O-])c2)NC1=O
 : 97	94	105	78	86	89	105	102	117
> O=[N+]([O-])c1ccc(SSc2ccc([N+](=O)[O-])cc2Cl)c(Cl)c1
 : 90	119	105	65	93	93	102	99	97
> O=C1[C@@H]2Cc3c([nH]c4ccccc34)[C@H](c3ccc(Cl)cc3)N2C(=O)CN1C1CCN(Cc2c(F)cccc2F)CC1
 : 83	94	104	42	48	82	101	80	95
> CC(C)c1ccc(/C=N\NC(=O)CCCCC(=O)N/N=C\c2ccc(C(C)C)cc2)cc1
 : 75	97	100	77	88	84	96	107	97
> Cc1nnc2nc(-c3ccc(Cl)cc3)cc(-c3ccco3)n12
 : 98	101	165	94	87	101	114	114	78
> CN(C)CC1C(=O)C2CCC1C2 (stereo not drawn)
 : 97	104	107	83	89	97	nt	121	102
> COc1ccc(C2C=C(c3ccc(Cl)cc3)N=C3SC=CN32)c(Br)c1 (stereo not drawn)
 : 70	91	83	84	45	68	90	97	56
> Cc1nc(-n2[nH]c(=O)ccc2=O)sc1N=Nc1ccc(Cl)cc1
 : 96	105	100	79	96	98	96	113	98
> COC(=O)C(CC(=O)CNC(=O)c1ccccc1)NC(=O)c1ccccc1 (stereo not drawn)
 : 107	107	106	88	100	94	112	113	108
> CSc1nc2c(c(=O)[nH]1)N=C1c3ccccc3C(=O)C1C(c1ccccc1)N2 (stereo not drawn)
 : 37	26	68	70	54	69	46	75	nt
> COc1ccc(C(=O)/C=C/c2cn(-c3ccccc3)nc2-c2cccc(Nc3ccnc4cc(Cl)ccc34)c2)cc1
 : 95	103	120	87	87	90	99	87	106
> CCN(CC)c1ccc(C=O)cc1
 : 93	123	102	87	101	122	114	119	120
> COc1ccc(CC(=O)Nc2nn3c(-c4cc(C(F)(F)F)cc(C(F)(F)F)c4)nnc3s2)cc1
 : 70	66	nt	74	85	65	nt	86	66
> NC(=O)c1cc(I)ccc1NC(=O)/C=C/c1ccccc1Cl
 : 22	-36*	62	31	nt	41	48	-19*	nt
> CC(=O)COc1ccc(/C=C2\CCC/C(=C\c3ccc(OCC(C)=O)c(Br)c3)C2=O)cc1Br
 : 89	102	165	94	92	96	107	103	89

Results follow in this order: U251	SF-539	TK-10	UO-31	PC-3	SN12C	786-0	DU-145	SF-295
> Cc1ccc(-c2nc3nc(-c4ccccc4)nc(N4CCCN(S(=O)(=O)c5ccc(C)cc5)CC4)c3o2)cc1
 : 97	87	98	66	90	90	100	104	108
> Cc1ccccc1OCC(O)CN1CCOCC1 (stereo not drawn)
 : 107	103	109	96	103	110	100	117	109
> N#C/C(=C/c1ccco1)c1nnc(NC(=O)c2ccc(-n3c(=O)[nH]c4ccccc4c3=O)cc2)s1
 : 117	98	117	79	102	95	112	170	103
> CC(C)CCSc1nc(-c2ccc(F)cc2)c(C#N)c(N(CCO)CCO)n1
 : 83	101	94	73	76	93	84	100	101
> O=C(Nc1cccnc1Nc1ccccc1)c1cn(Cc2cccc(Oc3ccccc3)c2)nn1
 : 54	42	82	52	49	57	57	70	52
> COc1cc(N(C(C)=O)c2ccc(O)c(C(=O)O)c2)c2ncccc2c1
 : nt	110	107	79	93	99	103	120	105
> CCn1cc(C2=C(c3c[nH]c4ccccc34)C(=O)N(O)C2=O)c2cc(Br)ccc21
 : 102	112	141	87	81	98	84	102	107
> Cc1cc(NS(=O)(=O)c2ccc(N3C(=O)/C(=C/c4coc5ccccc5c4=O)N=C3c3ccc(Cl)cc3)cc2)no1
 : 95	97	nt	80	98	95	97	114	103
> O=C1c2cccc3c(-c4ccc5c(c4)ncn5C4CCCCC4)ccc(c23)C(=O)N1Cc1ccccc1
 : 88	100	112	63	74	94	93	99	91
> N#CC1=C(N)ONC1c1cc(=O)oc2ccc(Cl)cc12 (stereo not drawn)
 : 105	97	123	78	101	103	103	105	102
> NNC(=O)Cc1cc(=O)[nH][nH]1
 : 106&99	102&99	115&102	108&90	105&97	105&101	115&102	111&105	114&105
> CCOC(=O)N1CCN(CCCCCOc2ccccc2C2CCCCC2)CC1
 : 69	70	60	64	45	71	83	87	56
> Cc1ccc(C(=O)Nc2ccc(CN3CCN(C)CC3)c(C(F)(F)F)c2)cc1C#Cc1cnc(N)c2ccccc12
 : -71*	-85*	30	-35*	3.2*	11	-77*	-89*	-36*
> CCOc1ccccc1NC(=O)c1cc(-c2ccc(Cl)cc2)n(-c2ccc(S(C)(=O)=O)cc2)n1
 : 77	86	132	74	76	84	93	91	80
> O=C1C(N2CCOCC2)=Cc2cccc3cccc1c23
 : 93	97	98	89	95	106	103	104	112
> COc1cnc2c(c1)C(=O)c1c-2n(CCCN2CCOCC2)c(=O)c2cc(Cl)ccc12
 : 8.3*	6.4*	83	14	32	22	-0.6*	18	8.6*
> CCC/C(C)=N/Nc1ccc([N+](=O)[O-])cc1[N+](=O)[O-]
 : 77	97	85	57	76	92	87	105	96
> O=C(O)C1OC(C(=O)O)C(C(=O)O)C1C(=O)O (stereo not drawn)
 : 99	100	87	89	105	112	110	109	104
> NS(=O)(=O)c1cccc(N2C(=O)c3nccnc3C2=O)c1
 : 108	99	99	94	99	101	103	103	105
> C(=Nc1ccccc1)C1=C(Nc2ccccc2)CCC1
 : 101	97	113	78	87	101	100	104	100

Nothing new here: entries from further up.
Results follow in this order: U251	SF-539	TK-10	UO-31	PC-3	SN12C	786-0	DU-145	SF-295
> Cc1ccc(-c2nc3nc(-c4ccccc4)nc(N4CCCN(S(=O)(=O)c5ccc(C)cc5)CC4)c3o2)cc1
 : 97	87	98	66	90	90	100	104	108
> Cc1ccccc1OCC(O)CN1CCOCC1 (stereo not drawn)
 : 107	103	109	96	103	110	100	117	109
> N#C/C(=C/c1ccco1)c1nnc(NC(=O)c2ccc(-n3c(=O)[nH]c4ccccc4c3=O)cc2)s1
 : 117	98	117	79	102	95	112	170	103
> CC(C)CCSc1nc(-c2ccc(F)cc2)c(C#N)c(N(CCO)CCO)n1
 : 83	101	94	73	76	93	84	100	101
> O=C(Nc1cccnc1Nc1ccccc1)c1cn(Cc2cccc(Oc3ccccc3)c2)nn1
 : 54	42	82	52	49	57	57	70	52
> COc1cc(N(C(C)=O)c2ccc(O)c(C(=O)O)c2)c2ncccc2c1
 : nt	110	107	79	93	99	103	120	105

Carrying on:
Results follow in this order: U251	SF-539	TK-10	UO-31	PC-3	SN12C	786-0	DU-145	SF-295
> Cn1cnc2nc[nH]c2c1=S
 : 103	110	88	71	86	95	101	112	99
> O=C(Nc1ccc2c(ccn2Cc2ccc(F)cc2)c1)c1cnccn1
 : 102	88	53	54	95	75	73	89	86
> O=C(CSc1nnc(-c2ccc(NC(=O)c3cccnc3)cc2)o1)Nc1cccc(Br)c1
 : 69	71	121	96	83	51	94	102	87
> CCOC(=O)c1cc(C(=O)c2ccc(OC)c(OC)c2)n2ccncc12
 : 105	99	123	71	81	102	106	102	102
> O=c1cc(-c2ccccc2O)oc2ccc3ccccc3c12
 : 88	103	148	67	72	89	102	100	106
> Cc1c(Cl)cccc1NC(=O)CN(CC(C)C)CC(C)C
 : 89	104	84	78	57	96	94	114	97
> CN(C)c1ccc(/C=C/c2nc3ccccc3nc2NNC(=O)Nc2cccc(Cl)c2)cc1
 : 87	83	138	38	70	71	82	82	101
> C/C(=N/NC(=S)NC1CCCCC1)c1sc(Nc2cccc(C)c2)nc1C
 : 89	94	106	104	84	86	92	114	91
> O=[N+]([O-])c1ccc(/C=N/c2nnc(-c3ccncc3)o2)cc1
 : 98	100	116	62	88	101	95	102	99
> CNC(=O)C1CCC(=O)N1Cc1c[nH]c2ccccc12 (stereo not drawn)
 : nt	101	95	75	93	104	103	106	nt
> CCN(CC)CCCNc1ccc2ccncc2c1
 : 104	114	94	77	98	92	103	110	114
> CCCC(C(=O)OCC)C(C)OC(=O)OCC (stereo not drawn)
 : 102	107	98	80	102	101	100	106	85
> CCCCCCC1(C)NCCO1 (stereo not drawn)
 : 92	110	111	84	94	103	102	111	102
> N#Cc1c(-c2ccc(Cl)c(Cl)c2)nc(Nc2nc3ccccc3s2)[nH]c1=O
 : 100	100	133	57	94	92	97	110	nt
> C=CC(=O)N[C@@H](/C=C/C(=O)O)Cc1ccc(-c2cc(Cl)cc(Cl)c2)cc1
 : 80	96	81	67	73	86	99	79	86
> Clc1cccc(Nc2ncnc3ccc(-c4cccc(-c5nn[nH]n5)c4)cc23)c1
 : 103	108	nt	79	95	101	97	107	105
> O=C(CCCCCC/C=C/c1csc(Br)n1)NO
 : 78	74	64	46	75	95	100	81	73
> O=C(SSC(=O)c1ccccc1)c1ccccc1
 : 100	nt	nt	92	97	99	103	116	99
> O=P1(NC2CCCCC2)OCC2(CO1)COP(=O)(NC1CCCCC1)OC2 (stereo not drawn)
 : 104	93	123	89	88	109	108	108	109
> Cc1cnc2ccccc2n1
 : 96	99	131	81	85	96	110	110	107

Results follow in this order: U251	SF-539	TK-10	UO-31	PC-3	SN12C	786-0	DU-145	SF-295
> C=C(C)[C@@H]1CC[C@]2(C(=O)N3CCOCC3)CC[C@]3(C)[C@H](CC[C@@H]4[C@@]5(C)C/C(=C/c6ccncc6)C(=O)C(C)(C)[C@@H]5CC[C@]43C)[C@@H]12
 : 56	79	91	53	25	63	76	78	86
> Cc1ccc(-c2nnc(SCc3ccc(O)c4ncccc34)o2)cc1
 : 7.1*	15	24	-13*	12	35	25	29	5.8*
> CC[N+](CC)(CC(=O)Nc1c(C)cccc1C)Cc1ccccc1
 : 98&76	102&111	91&144	72&93	97&84	100&86	103&103	101	101&104
> O=C(c1ccc(O)cc1O)c1ccc(O)cc1O
 : 115	114	113	76	125	109	99	120	100
> NC(=O)Cc1ccc2c(c1)[nH]c1ccccc12
 : 100	95	77	94	94	98	110	104	89
> O=C1c2ccccc2C(=O)N1CCS(=O)(=O)O
 : 90	100	97	87	94	102	99	106	96
> COc1ccc(NC(=O)Nc2ccc(OCCCCCC(=O)Nc3ccccc3O)cc2)cc1
 : 103	117	100	77	94	97	103	119	109
> C[N+](C)(C)c1ncnc2nc[nH]c12
 : 94	98	103	84	115	108	90	116	88
> COc1ccc(/C=C2\CN(C)Cc3c2[nH]c(=O)c(C#N)c3-c2ccc(OC)c(OC)c2)cc1OC
 : 83	88	100	82	92	83	92	99	184
> O=C(CC(C[N+](=O)[O-])c1ccccc1)c1ccccc1 (stereo not drawn)
 : 100	112	111	88	105	95	104	108	107
> CC(=O)Nc1ccc(SC(Sc2ccc(NC(C)=O)cc2)c2ccccc2)cc1
 : 105	112	115	84	97	109	90	104	95
> CCN(CC)Cc1cc(Nc2cc(C(F)(F)F)c(C#N)c3nc4ccccc4n23)ccc1O
 : 8.9*	5.9*	11	-17*	6.2*	5.9*	12	25	5.8*
> O=C(Cn1nncc1CN1C(=O)CSC1=O)Nc1cccc(C(F)(F)F)c1
 : 101	101	97	85	97	101	98	106	104
> CNCc1ccccc1[N+](=O)[O-]
 : 101	92	102	80	80	95	98	103	95
> O=c1c(=O)n(CCO)n(CCO)c(=O)n1CCO
 : 109	109	107	88	104	111	109	132	83
> O=C1C2C3C=CC(C3)C2S(=O)(=O)C2C3C=CC(C3)C12 (stereo not drawn)
 : 108	108	109	87	102	113	98	132	87
> CS(=O)(=O)c1cccc(-c2c(-c3cccc(O)c3)nc3sccn23)c1
 : 106	96	103	68	94	100	107	116	98
> CCCCCN(CCCC)Cc1ccccc1
 : 100	102	95	96	99	98	110	104	99
> O=C1Nc2c(sc3ccc(Cl)cc23)C(c2cccc([N+](=O)[O-])c2)N1 (stereo not drawn)
 : 93	92	105	65	88	93	96	105	99
> CN1CCN(Cc2ccc(NC(=O)c3cncc(C#Cc4c(N)ncc5ccc(C#N)cc45)c3)cc2C(F)(F)F)CC1
 : -69*	40	18	-89*	-52*	6.3*	-60*	-60*	86

Results follow in this order: U251	SF-539	TK-10	UO-31	PC-3	SN12C	786-0	DU-145	SF-295
> Cn1cc(-c2csc(-c3ccc4ccccc4c3)n2)c2cc(F)ccc21
 : 100	99	91	99	nt	99	87	99	99
> COc1ccc(OC)nn1
 : 97	105	101	84	93	105	103	118	nt
> OCc1ccccc1
 : 105	114	116	82	96	98	107	122	105
> O/N=C\c1cccc2ccccc12
 : 104	95	94	86	100	101	92	105	95
> CCCCCCCCCCCCCCCC(=O)O[C@@H]1[C@@H](O)[C@@H](O)C([C@H](NC(=O)[C@@H]2C[C@@H](CCC)CN2C)[C@H](C)Cl)O[C@@H]1SC (stereo partly drawn)
 : 102	92	115	77	98	104	92	114	104
> CCN(CC)C(=O)/C=C/c1ccccc1
 : 102	101	78	97	101	109	103	128	105
> O=C(Nc1ccc(-n2cnc3cc(-c4ccc(O)cc4)ccc32)cc1)c1ccccc1
 : 47	48	55	62	48	78	78	37	37

Taken from above:
COc1ccc(OC)nn1 in SF-539 has 105
O=C(Nc1ccc(-n2cnc3cc(-c4ccc(O)cc4)ccc32)cc1)c1ccccc1 in DU-145 has 37

High-throughput results (PubChem BioAssay)
